# UBC13 inh: blocks human UBC13 polyubiquitin chain formation. TR-FRET. P61088. inhibition, % at 20 µM. 330,000 compounds, 0.47% hits; in the data active means inhibition above about 45%, passing the limit was not always enough
# SENP6 inh: inhibitors of human SENP6 protease. Q9GZR1. Recombinant SENP6 catalytic domain, aminoluciferin luminescence. inhibition, % at 10 µM. 330,000 compounds, 1.8% hits;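 active means inhibition above about 50% at the single tested dose, limit read from the data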;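 further: plate controls were DMSO wells with enzyme for no effect and DMSO wells lacking enzyme for full effect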
# SENP8 block-1: blocks the human protease SENP8. Q96LD8. purified SENP8, Z-RLRGG-aminoluciferin cleavage, luminescence. inhibition, % at 10 µM. 330,000 compounds, 1.2% hits. AID 2540; in the data active means inhibition above about 50%
# A3G deaminase: blocks human APOBEC3G single-stranded DNA deamination; recombinant A3G, ssDNA deamination FAM/TAMRA fluorescence; inhibition, % at 20 µM; 330,000 compounds, 0.28% hits;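 active means inhibition of at least 40% at 20 µM, with no more than 30% in the related APOBEC3A deaminase screen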;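 further: plate controls were DMSO wells with A3G for no effect and wells lacking A3G enzyme for full effect; some compounds called inactive have numbers as strong as hits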
# SENP7 block: inhibitors of human SENP7 protease; recombinant SENP7, Z-RLRGG-aminoluciferin luminescence, 40 min; Q9BQF6; AID 434973; 330,000 compounds, 1.5% hits; inhibition, % at 5 µM;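 active means inhibition above about 50% at the single test dose, limit read from the data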;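 further: plate controls were DMSO with enzyme for no effect and no enzyme buffer wells for full effect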
# SENP8 block-2: inhibitors of human SENP8 protease. 360,000 compounds, 0.64% hits. inhibition, % at 20 µM. AID 602440. recombinant SENP8, Nedd8 substrate fluorescence; in the data active means inhibition mostly above about 40%, no sharp cut-off; inactive means mostly below about 27%
# Apaf1 inhib: blocks human Apaf-1 apoptosome activity; AID 489030; reconstituted apoptosome caspase-3 activity, DEVD-Rh110 fluorescence; inhibition, % at 20 µM; O14727; 330,000 compounds, 0.71% hits; active means inhibition of at least 40% at 20 µM;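 further: plate controls were DMSO wells for no effect and DEVD-CHO caspase inhibitor wells for full effect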
# Target sequence (O14727 whole entry, looked up): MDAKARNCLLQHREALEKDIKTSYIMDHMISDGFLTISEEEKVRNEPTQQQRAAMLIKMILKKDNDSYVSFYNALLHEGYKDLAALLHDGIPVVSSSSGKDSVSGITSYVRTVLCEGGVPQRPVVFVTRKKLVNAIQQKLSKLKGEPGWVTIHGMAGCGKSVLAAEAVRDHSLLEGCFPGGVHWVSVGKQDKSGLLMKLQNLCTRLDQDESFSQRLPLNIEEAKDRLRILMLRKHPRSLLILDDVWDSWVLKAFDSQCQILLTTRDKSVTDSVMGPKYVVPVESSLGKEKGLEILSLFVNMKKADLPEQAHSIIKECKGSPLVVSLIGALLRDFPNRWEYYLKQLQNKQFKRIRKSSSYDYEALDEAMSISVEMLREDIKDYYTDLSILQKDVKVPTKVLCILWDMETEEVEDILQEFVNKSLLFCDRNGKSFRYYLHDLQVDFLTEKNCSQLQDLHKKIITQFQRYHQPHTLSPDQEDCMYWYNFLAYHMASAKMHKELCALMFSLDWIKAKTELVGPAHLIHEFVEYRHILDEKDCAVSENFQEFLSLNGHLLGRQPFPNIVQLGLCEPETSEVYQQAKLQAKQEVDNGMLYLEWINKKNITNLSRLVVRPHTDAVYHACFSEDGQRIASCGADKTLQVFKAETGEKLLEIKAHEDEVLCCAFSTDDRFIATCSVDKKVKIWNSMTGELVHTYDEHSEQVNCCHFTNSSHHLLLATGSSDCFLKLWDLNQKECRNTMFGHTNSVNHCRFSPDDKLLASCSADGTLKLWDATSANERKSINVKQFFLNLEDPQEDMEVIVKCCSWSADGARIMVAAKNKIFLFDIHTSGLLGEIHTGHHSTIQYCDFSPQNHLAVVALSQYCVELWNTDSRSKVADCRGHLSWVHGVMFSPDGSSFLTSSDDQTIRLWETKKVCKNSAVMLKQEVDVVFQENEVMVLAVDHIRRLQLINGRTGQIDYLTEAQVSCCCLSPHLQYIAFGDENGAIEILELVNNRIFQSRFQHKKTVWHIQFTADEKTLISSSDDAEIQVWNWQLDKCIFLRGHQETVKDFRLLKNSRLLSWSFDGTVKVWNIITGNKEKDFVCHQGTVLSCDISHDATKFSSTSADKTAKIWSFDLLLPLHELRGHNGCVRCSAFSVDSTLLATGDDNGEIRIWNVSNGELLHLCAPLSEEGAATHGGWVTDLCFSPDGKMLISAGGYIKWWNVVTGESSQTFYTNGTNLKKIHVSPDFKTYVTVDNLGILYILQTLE
#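 System: Apoptosome proteins | Medium: Hepes pH 7.5 with detergent and BSA | Also added: Cytochrome c trigger plus (Z-DEVD)2-Rh110 caspase-3 substrate | Incubation: 30 min compound preincubation, 50 min activation, room temperature | Detection: Rhodamine 110 fluorescence at Ex 480/Em 540 nm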
# SENP1 inh: inhibitors of human SENP1 SUMO protease catalytic domain; Q9P0U3; recombinant SENP1 catalytic domain, CyPet-SUMO1-YPet FRET cleavage; 360,000 compounds, 0.21% hits; inhibition, % at 10 µM;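 active means inhibition at least 30% at 10 µM, raw YFP signal under a set limit, fluorescence ratio 0.5 to 1.5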;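 further: 0% = enzyme with DMSO and 100% = no enzyme wells; some results filed as inactive read as strong as hits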
#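 Material: hSENP1 catalytic domain, recombinant; medium: Tris pH 8 with BME, BSA, NP40 and catalase; compound: single concentration of 10 µM compound, 0.5% DMSO final; technique: FRET read of cyan and yellow fluorescence; timing: 50 min enzyme reaction, room temperature, light-protected; reagent: SFCypet-SUMO1-SFYpet substrate at 25 nM; control set: no-enzyme low, enzyme-DMSO high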
# The depositor's hits bear a star; i = inactive.
# Values in the order – Apaf1 inhib	A3G deaminase	SENP6 inh	UBC13 inh	SENP8 block-2	SENP7 block	SENP8 block-1	SENP1 inh
1) COc1ccc(CCNC(=O)Cn2c(=O)n(CC3CCCO3)c(=O)c3ccccc32)cc1OC (configuration not stated)
→ -3	-7	-10	0	2	-2	-3	0
2) Fc1ccc(-c2nc3c(-c4ccccc4)cnn3cc2CCN2CCOCC2)cc1
→ 5	-14	-3	-11	17	-4	-3	9
3) CCN(Cc1cc2ccccc2[nH]c1=O)C(=O)C(C)C
→ -1	3	10	5	-32	4	5	-2
4) CCOC(=O)c1ccc(S(=O)(=O)n2c(CN3CCCCC3)nc3ccccc32)cc1
→ 30	0	-3	0	-8	10	6	-20
5) CCOC(=O)c1ccc(NC(=S)N2CCSC2c2ccc(Br)cc2)cc1 (configuration not stated)
→ 7	-4	9	9	16	-5	-2	0
6) COC(=O)c1ccc(Sc2ccccc2NS(=O)(=O)c2ccc(NC(C)=O)cc2)nc1
→ 4	1	16	-6	15	9	2	2
7) O=[N+]([O-])c1cnccc1Nc1ccc(F)cc1
→ -5	1	1	-4	23	8	-1	-1
8) COc1ccc(-c2c[n+]3c(n2-c2ccccc2)CCCCC3)cc1
→ 10	1	2	-8	13	5	3	-2
9) COc1cc(NC(=S)N2c3ccccc3CC2C)cc(OC)c1 (configuration not stated)
→ 3	-8	-7	7	-10	-2	0	-5
10) CC(Oc1ccccc1)c1nnc(N)s1 (configuration not stated)
→ 2	-6	-4	-9	14	-6	-13	2
11) CCN(CC)CC(=O)N1CCCC(C(=O)c2ccccc2OC)C1 (configuration not stated)
→ -2	-5	-8	2	9	8	-9	1
12) O=C(O)c1ccccc1/C=N/NC(=S)NC1CCCCC1
→ -3	-2	2	7	46*	7	8	1
13) O=C(NC1CCCCC1)c1ccc(COCC(F)(F)F)o1
→ 4	-1	-12	-23	5	-6	-6	-9
14) CC(=O)Nc1cccc(NC(=O)CSc2nc(=O)n(CCCN3CCOCC3)c3c2CCC3)c1
→ 2	-2	2	-3	15	-16	-3	1
15) Cc1ccc(C)c(N2N=C(C(=O)Nc3ccccc3N3CCOCC3)CCC2=O)c1
→ 5	-2	10	7	2	1	8	1
16) COc1ccc(C(=O)Nc2ccc3c(c2)OCCO3)cc1[N+](=O)[O-]
→ 7	34	14	5	19	8	-2	0
17) COc1cccc(C2CC(=O)N3CN(c4ccccc4F)CSC3=C2C#N)c1 (configuration not stated)
→ 8	57*	0	-17	-2	17	6	-3
18) COC(=O)CSc1nc(-c2ccc(C)cc2)c2c(c1C#N)CCCC2
→ 30	1	5	31	-77	9	7	-4
19) Cn1c(SCC(=O)n2c3c(c4ccccc42)CCCC3)nnc1-c1ccccc1
→ 43*	6	8	-11	4	6	4	-4
20) Cc1ccc(SCc2nc(-c3ccccn3)no2)cc1
→ 4	-4	16	1	11	18	-10	0
21) COc1cc2c(cc1NC(=O)c1ccncc1)oc1ccccc12
→ 11	0	1	5	-15	1	-2	1
22) Cc1ccc2c(c1)c1c(n2CC(O)Cn2ccnc2C)C(=O)CCC1 (configuration not stated)
→ 11	-4	-17	4	i	-5	-12	-1
23) CCOC(=O)C(NC(=O)OC(C)C)(Nc1nccs1)C(F)(F)F (configuration not stated)
→ -3	-7	-17	-1	12	15	1	0
24) CS(=O)(=O)N(Cc1ccc(C(=O)NCCSCc2ccco2)cc1)c1ccccc1
→ 18	-1	0	-4	20	8	-1	0
25) Cc1cccc(C(C)Nc2ccc([N+](=O)[O-])cn2)c1 (configuration not stated)
→ 0	-3	-7	4	25	4	8	-3
26) O=C(N/N=C/c1c(Cl)cccc1Cl)c1ccc(F)cc1
→ 1	-7	-16	-14	3	-9	-9	0
27) COCCN1C(=O)N[C@@H](c2ccccc2)C(C(=O)OC)=C1C
→ 11	-8	-5	-7	22	-8	-10	2
28) Cc1cccc(OCCCCNCc2ccccc2)c1
→ 7	-7	-8	2	10	-12	-4	-1
29) CC(C)CCNC(=O)C1CC(=O)N(CCc2ccccc2)C1 (configuration not stated)
→ 1	-6	-3	6	3	0	-1	1
30) CC1CC(C)CN(C(=O)C2CCN(S(=O)(=O)c3cccc4cccnc34)CC2)C1 (configuration not stated)
→ -9	-4	4	1	4	-3	6	-3
31) CC(C)(C)n1nnnc1C(c1ccc(Cl)cc1)N1CCCc2ccccc21 (configuration not stated)
→ 16	-7	4	5	8	2	10	0
32) COc1cc(CCCN2CCNC[C@@H]2Cc2ccc(O)cc2)cc(OC)c1OC
→ 1	-6	-2	0	12	5	1	1
33) COc1ccccc1-n1ccn(CC(=O)Nc2ccc(C)cc2Cl)c(=O)c1=O
→ -9	-11	-9	0	8	1	7	-1
34) CCOC(=O)COc1c(OC)cc(Cl)cc1C1Nc2ccccc2C(=O)N1c1ccccc1 (configuration not stated)
→ 20	-7	-39	27	-298	-6	-6	-5
35) c1ccc(CCNc2nc3ccccc3n3nnnc23)cc1
→ -17	-8	1	3	-443	2	-2	-138
36) Cc1nc(SCC(=O)c2ccccc2)[nH]c(=O)c1Oc1ccc(Cl)cc1
→ 2	-9	-9	-11	24	12	-9	1
37) CC(C)(C)c1ccc(C(=O)Cn2nc(C(=O)O)c3ccccc3c2=O)cc1
→ 11	-6	0	5	-3	-7	-7	1
38) O=C(COc1ccccc1[N+](=O)[O-])N/N=C/c1ccc[nH]1
→ -18	-4	-4	-1	18	1	7	1
39) COc1cccc(CNC(=O)Cn2ncn3cccc3c2=O)c1OC
→ -15	-6	4	4	-7	-4	10	-3
40) CC(C)CSc1nnc2c3ccccc3n(C)c2n1
→ 6	-4	50	12	-5	15	35	2
41) Cc1nn(-c2ccccc2)c(C)c1C1C(C#N)=C(N)Oc2n[nH]c(C)c21 (configuration not stated)
→ 2	-3	9	7	18	5	-1	2
42) CC(C)(C)OC(=O)N1Cc2ccccc2C[C@H]1C(=O)O
→ 14	3	15	-7	40*	6	3	-2
43) FC(F)(F)COc1ccc(-c2nnc(SCc3c(Cl)cccc3Cl)o2)cn1
→ 0	-2	-25	2	18	-3	-8	3
44) C=C(C)CNC(=S)Nc1sc2c(c1C(=O)OCC)CC(C)(C)OC2
→ 7	1	6	27	14	-7	-2	-2
45) CCOC(=O)c1sc(NC(=O)CSc2nc(C)cc(-c3ccccc3)n2)c(C#N)c1C
→ 6	20	4	4	15	1	-2	3
46) CS(=O)(=O)N1CCN(C(=O)NC2CCCCC2)CC1
→ 2	-4	4	6	14	-1	17	0
47) Cc1cccc(NC(=O)/C(C#N)=C/c2ccccc2Cl)n1
→ 5	-6	-26	6	14	-5	-12	-26
48) CN(Cc1ccco1)C(=O)CSc1nn2c(=O)c(C(C)(C)C)nnc2s1
→ -3	-3	6	2	0	3	5	-7
49) COc1ccc(-n2nc(C(=O)NCC(=O)NCCCN3CCN(C)CC3)c3ccccc3c2=O)cc1OC
→ -1	-7	-3	-10	12	-6	-12	0
50) COc1ccc(Cn2nnnc2C(C(C)C)N2CCc3ccccc32)cc1 (configuration not stated)
→ 4	-6	4	4	3	3	-5	-30
51) O=C(Nc1ccc(S(=O)(=O)N2CCOCC2)cc1)c1ccccc1F
→ -4	-5	11	0	10	-2	-3	0
52) Cc1ccc(CC(=O)O/N=C(\N)c2cccc([N+](=O)[O-])c2)cc1
→ 11	-4	-24	8	13	-4	-5	1
53) CC1=NNC(=O)C1CC(=O)N/N=C/c1ccncc1 (configuration not stated)
→ -7	-10	-13	-2	10	-1	2	1
54) CCn1c(SCC(=O)Nc2oc(C)c3c(C)n[nH]c(=O)c23)nc2sc(C)c(C)c2c1=O
→ 31	-5	-9	64*	-14	-1	4	1
55) C#Cc1ccc(CN2CCC(Oc3ccc(C(=O)NCc4ccccn4)cc3)CC2)cc1
→ 14	-5	-7	-2	-1	-10	-1	-4
56) CN1CC2(Cc3c1ccc1ccccc31)C(=O)OC(C)(C)OC2=O
→ 1	-6	-8	8	-287	8	1	-104
57) Cc1ccc(-c2c(C(=O)N/N=C/c3cccnc3)nnn2-c2nonc2N)cc1
→ 9	-2	16	4	21	0	-2	4
58) O=C(NCc1ccco1)C1CCN(S(=O)(=O)Cc2ccccc2)CC1
→ -5	8	6	-1	6	4	-12	1
59) Cc1ccc2c(c1)c1ncnc(N3CCOCC3)c1n2C
→ 0	-4	-8	15	-428	-1	-8	-12
60) Cc1ccnc(NC2(C(F)(F)F)N=C(c3ccccc3)NC2=O)c1 (configuration not stated)
→ -10	-3	4	8	15	1	-3	1

# 15 structures out of the list, arranged by SMILES length, low to high.
# Values in the order – Apaf1 inhib	A3G deaminase	SENP6 inh	UBC13 inh	SENP8 block-2	SENP7 block	SENP8 block-1	SENP1 inh
40) CC(C)CSc1nnc2c3ccccc3n(C)c2n1
→ 6	-4	50	12	-5	15	35	2
35) c1ccc(CCNc2nc3ccccc3n3nnnc23)cc1
→ -17	-8	1	3	-443	2	-2	-138
59) Cc1ccc2c(c1)c1ncnc(N3CCOCC3)c1n2C
→ 0	-4	-8	15	-428	-1	-8	-12
47) Cc1cccc(NC(=O)/C(C#N)=C/c2ccccc2Cl)n1
→ 5	-6	-26	6	14	-5	-12	-26
50) COc1ccc(Cn2nnnc2C(C(C)C)N2CCc3ccccc32)cc1 (configuration not stated)
→ 4	-6	4	4	3	3	-5	-30
60) Cc1ccnc(NC2(C(F)(F)F)N=C(c3ccccc3)NC2=O)c1 (configuration not stated)
→ -10	-3	4	8	15	1	-3	1
38) O=C(COc1ccccc1[N+](=O)[O-])N/N=C/c1ccc[nH]1
→ -18	-4	-4	-1	18	1	7	1
31) CC(C)(C)n1nnnc1C(c1ccc(Cl)cc1)N1CCCc2ccccc21 (configuration not stated)
→ 16	-7	4	5	8	2	10	0
36) Cc1nc(SCC(=O)c2ccccc2)[nH]c(=O)c1Oc1ccc(Cl)cc1
→ 2	-9	-9	-11	24	12	-9	1
33) COc1ccccc1-n1ccn(CC(=O)Nc2ccc(C)cc2Cl)c(=O)c1=O
→ -9	-11	-9	0	8	1	7	-1
37) CC(C)(C)c1ccc(C(=O)Cn2nc(C(=O)O)c3ccccc3c2=O)cc1
→ 11	-6	0	5	-3	-7	-7	1
57) Cc1ccc(-c2c(C(=O)N/N=C/c3cccnc3)nnn2-c2nonc2N)cc1
→ 9	-2	16	4	21	0	-2	4
41) Cc1nn(-c2ccccc2)c(C)c1C1C(C#N)=C(N)Oc2n[nH]c(C)c21 (configuration not stated)
→ 2	-3	9	7	18	5	-1	2
54) CCn1c(SCC(=O)Nc2oc(C)c3c(C)n[nH]c(=O)c23)nc2sc(C)c(C)c2c1=O
→ 31	-5	-9	64*	-14	-1	4	1
49) COc1ccc(-n2nc(C(=O)NCC(=O)NCCCN3CCN(C)CC3)c3ccccc3c2=O)cc1OC
→ -1	-7	-3	-10	12	-6	-12	0

# Compound activity from PubChem.
